Screens: PubChem BioAssay, NCI
All columns: NCI-60 one-dose screen, growth in % after 48 h at 10 µM unless noted; 100 = growth as untreated, 0 = no growth, -100 = all killed.
DU-145 – DU-145 prostate cancer; 4.2% of 81,000 active; AID 1794760
PC-3 – PC-3 prostate cancer cells. 3.9% of 80,000 active. AID 1794754
SF-268 – SF-268 CNS cancer cells | 3.1% of 82,000 active | AID 1794759
OVCAR-4 – OVCAR-4 ovarian cancer cells; 3.7% of 80,000 active; AID 1794784
SK-OV-3 – SK-OV-3 ovarian cancer cells. 3.2% of 80,000 active. AID 1794785
OVCAR-3 – OVCAR-3 ovarian cancer; 7% of 79,000 active; AID 1794787
OVCAR-5 – OVCAR-5 ovarian cancer; 2.9% of 82,000 active
U251 – U251 CNS tumor cells. 5.4% of 80,000 active. AID 1794753
OVCAR-8 – OVCAR-8 ovarian cancer; 4.4% of 81,000 active; AID 1794782
Numbers without * were called inactive; · = no result given; & = joins results of further samples. The calls were made as follows: active = growth percent below 10; inactive = the rest. Not a hit list; overall some 9.5% were active at least once.

SMILES | DU-145 | PC-3 | SF-268 | OVCAR-4 | SK-OV-3 | OVCAR-3 | OVCAR-5 | U251 | OVCAR-8
COc1ccc(-n2c(SCC(=O)Nc3ccc(S(=O)(=O)Nc4nccs4)cc3)nc3ccccc3c2=O)cc1 | 93 | 66 | 89 | 98 | 96 | 80 | 81 | 81 | 90
O=c1[nH]c(NCc2nnnn2-c2cccc(Br)c2)nc2sc3c(c12)CCCC3 | 100 | 84 | 99 | 95 | 99 | 104 | 100 | 92 | 92
CCCCC1(C(O)CC)Sc2ccccc2N1C (stereo not given) | 101 | 88 | 98 | 102 | 94 | 101 | 98 | 93 | 104
Cc1c(COc2cccc(-c3cnco3)c2)c(C)c(COc2cccc(-c3cnco3)c2)c(C)c1COc1cccc(-c2cnco2)c1 | 104 | · | 97 | 94 | · | 97 | 100 | 90 | 94
Fc1ccccc1Nc1ncnc2onc(-c3ccccc3)c12 | 104 | 87 | 98 | 107 | 87 | 110 | 84 | 97 | 91
COc1ccc(-c2nn(-c3ccccc3)cc2/C=N/Nc2nc(Nc3ccccc3)nc(Nc3ccc(S(N)(=O)=O)cc3)n2)cc1 | 100 | 82 | 92 | 86 | 144 | 84 | 122 | 104 | 78
CNC(=O)Cn1nnc(C(=O)OC)c1COc1ccccc1 | 108 | 95 | 104 | 106 | 95 | 104 | 101 | 96 | 93
O=c1oc2c(cnc3ccccc32)cc1Sc1ccccc1 | 101 | 92 | 94 | 100 | 112 | 109 | 107 | 96 | 91
COc1ccc(/C=c2\c(=O)n(-c3ccccc3)c3nn4c(n23)=NNC(C)=C(C(=O)c2ccccc2)C4c2ccc(OC)cc2)cc1 (stereo not given) | 117 | 94 | 99 | 100 | · | 104 | 119 | 100 | 99
O=C(CN1CCN(c2ccc(Cl)cc2)CC1)N1CCN(c2nnc(-c3ccccc3)c(-c3ccccc3)n2)CC1 | 63 | 12 | 58 | 31 | 85 | 41 | 86 | 46 | ·
COc1c(CO)cc(C)cc1CO | 105 | 91 | 98 | 106 | 84 | 108 | 107 | 98 | 105
CC(C)c1nc2c(c(=O)n(C)c(=O)n2C)n1C | 111 | · | 97 | 97 | 112 | 97 | 97 | 100 | 106
O=[N+]([O-])c1ccccc1Sc1ccccc1 | 116&95 | 94&99 | 101&94 | 120&102 | 96&101 | 115&106 | 99&87 | 96&97 | 97&105
O=C1C(c2nnc(-c3ccccc3)n2-c2ccc([N+](=O)[O-])cc2[N+](=O)[O-])=C(O)c2ccccc21 | 114 | 94 | 104 | 107 | 101 | 114 | 110 | 99 | 105
CN(C)C(=S)SCCC(=O)O | 103 | 96 | 98 | 97 | 101 | 109 | 103 | 105 | 104
Nc1cc(C(=O)O)nc(N)n1 | 106 | 93 | 102 | 107 | 95 | 111 | 108 | 96 | 102
Cn1nccc1N | 114 | 102 | 101 | 106 | 106 | 109 | 97 | 101 | 117
CC1(C)NCCC[C@]2(C)[C@H]3CC[C@@H]4[C@H]5[C@H](C(=O)/C=C/c6ccccn6)CC[C@]5(CO)CC[C@@]4(C)[C@]3(C)CC[C@@H]12 | 68 | 22 | 79 | 36 | 82 | 41 | 98 | -22* | 48
Cc1cc(=O)oc2cc(OCCOc3ccc(/C=C/C(=O)NO)cc3)ccc12 | 84 | 97 | 109 | 89 | 92 | · | 96 | 82 | 75
O=P(O)(O)c1cccc(Cl)c1 | 104 | 100 | 94 | 104 | 103 | 112 | 101 | 98 | 104
CNC1C(OC2C(OC3C(O)C(O)C(N=C(N)N)C(O)C3N=C(N)N)OC(C)C2(O)CO)OC(CO)C(O)C1O (stereo not given) | 119 | 96 | 110 | 89 | 88 | 118 | 87 | 100 | 96
Oc1[nH]c2ccc(Cl)cc2c1/C=c1/ccc2c(c1)N=C(c1cccs1)N=2 | 59 | 62 | · | 52 | 87 | 56 | 89 | 61 | 52
O=C(N/N=C/c1cccc2ccccc12)c1cccnc1 | 108 | 102 | 102 | 104 | 86 | 103 | 101 | · | ·
CCCCC(O)(CC)CC | 108 | 98 | 105 | 102 | 110 | 105 | 94 | 101 | 109
CN(C)CCn1c2ccccc2c2nc3cc(C(F)(F)F)ccc3nc21 | 31 | · | 52 | 54 | 41 | 69 | 39 | 38 | 36
CCCCNC(=O)OCc1cc(=O)c(O)co1 | 106 | 99 | 98 | 104 | 101 | 104 | 110 | 101 | 99
Cc1[nH]c(/C=C/C(=O)c2ccc(C(F)(F)F)c(F)c2)c(C)c1C(=O)NCC(C)C | 101 | 103 | 96 | 101 | 105 | 112 | 101 | 100 | 89
Cc1nn(-c2ccc(Cl)cc2)c(=O)n1CCn1cnc2ccccc21 | 114 | 104 | 107 | 118 | 113 | 111 | 100 | 101 | 112
N#Cc1c(-c2c(Cl)cccc2Cl)nc(SCc2nnc(-c3ccc(Cl)cc3)o2)[nH]c1=O | 107 | 75 | 93 | 104 | 75 | 98 | 109 | 85 | 95
O=C1C=CC2(O)OC(c3ccccc3)CC(=O)C2=C1O (stereo not given) | 16 | 80 | 40 | 80 | 106 | 1.1* | 96 | 75 | 82
C(=N/Nc1ncc(-c2cc3cc(-c4ccccc4)ccc3o2)s1)/c1c2ccccc2cc2ccccc12 | 103 | · | 105 | 99 | 103 | 105 | 103 | 103 | 104
CC(=O)[C@H]1C[C@]23CC[C@]4(C)[C@H](CC[C@@H]5[C@@]6(C)CCC(=O)C(C)(C)[C@@H]6CC[C@]54C)[C@H]2[C@H](C)C1(C)OC3 | 99 | 87 | 91 | 85 | 118 | 119 | 97 | 107 | 105
Cc1cccc(C(=O)O)c1 | 115 | 99 | 100 | 114 | 115 | 113 | 96 | 111 | 112
COc1cccc(C(Cc2ccccc2)NCC(C)O)c1OC (stereo not given) | 116 | 83 | 98 | 111 | 79 | 102 | 101 | 94 | 99
CNc1ncnc(NC)c1[N+](=O)[O-] | 125 | 109 | 99 | 119 | 111 | 114 | 115 | 101 | 103
CCOC(=O)c1nn(C2CCCCO2)c2ccc(NC(=O)CSc3nc(C)cc(=O)[nH]3)cc12 (stereo not given) | 109 | 97 | 92 | 100 | · | 106 | 96 | 97 | 100
CCOC(=O)c1sc2ncnc(Nc3ccc(OCc4ccc(Cl)cc4)cc3)c2c1C | 102 | 80 | 98 | 85 | 95 | 100 | 102 | 101 | 89
O=C(/C=C\c1ccc2ccccc2n1)c1cc(Cl)ccc1O | 93 | 91 | 72 | 74 | 111 | 43 | 81 | 44 | 64
Oc1ccc2[nH]cc(-c3cncc(-c4c[nH]c5ccc(O)cc45)c3)c2c1 | 98 | 77 | 97 | 105 | 90 | 98 | 105 | 89 | 104
COc1cc(-c2nc(-c3nc4ccccc4[nH]3)cc3c2[nH]c2ccccc23)cc(OC)c1OC | 54 | 14 | 48 | 59 | 104 | 32 | 89 | 48 | 13
COC1=CC(=O)OC(c2ccco2)C1 (stereo not given) | 123 | 104 | 96 | 111 | 115 | 114 | 103 | 105 | 103
COc1ccc2nc3cc(Cl)ccc3c(NCCNCC(O)CO)c2c1 (stereo not given) | 32 | 21 | 29 | 31 | 32 | 26 | 31 | 17 | 23
O=C(c1ccccc1Cl)C(Nc1ccccc1)c1ccccc1Cl (stereo not given) | 94 | 74 | 84 | 92 | 94 | 85 | 95 | 93 | 84
COC(C)CCOC(=O)c1ccccc1C (stereo not given) | 102 | 97 | 98 | 107 | 100 | 104 | 102 | 95 | 107
Clc1ccc(-c2cn(-c3ccccc3)c(-c3ccccc3)n2)c(Cl)c1 | -90* | -98* | -27* | -100* | 25 | -84* | 16 | -100* | 9.5*
O=C(c1cc2cccnc2n1-c1cc(F)c(Cl)c(F)c1)N1CC(F)C1 | 104 | 95 | 97 | 94 | 107 | 101 | 97 | 96 | 97
CN(C)CCCOc1cccc(NC2=C(Cl)C(=O)C(Nc3cccc(OCCCN(C)C)c3)=C(Cl)C2=O)c1 | -98* | 0.4* | -63* | -99* | 98 | -96* | -48* | -78* | -80*
Cc1ccc2c(n1)C(=O)C(Br)=C(c1ccc(Cl)cc1)C2=O | 100 | 71 | 83 | 78 | 84 | 51 | 115 | 84 | 80

A draw from above in order of number of heavy atoms, largest number first:
SMILES | DU-145 | PC-3 | SF-268 | OVCAR-4 | SK-OV-3 | OVCAR-3 | OVCAR-5 | U251 | OVCAR-8
COc1cc(-c2nc(-c3nc4ccccc4[nH]3)cc3c2[nH]c2ccccc23)cc(OC)c1OC | 54 | 14 | 48 | 59 | 104 | 32 | 89 | 48 | 13
CCOC(=O)c1sc2ncnc(Nc3ccc(OCc4ccc(Cl)cc4)cc3)c2c1C | 102 | 80 | 98 | 85 | 95 | 100 | 102 | 101 | 89
COc1ccc2nc3cc(Cl)ccc3c(NCCNCC(O)CO)c2c1 (stereo not given) | 32 | 21 | 29 | 31 | 32 | 26 | 31 | 17 | 23
O=C(c1cc2cccnc2n1-c1cc(F)c(Cl)c(F)c1)N1CC(F)C1 | 104 | 95 | 97 | 94 | 107 | 101 | 97 | 96 | 97
Cc1ccc2c(n1)C(=O)C(Br)=C(c1ccc(Cl)cc1)C2=O | 100 | 71 | 83 | 78 | 84 | 51 | 115 | 84 | 80
COC(C)CCOC(=O)c1ccccc1C (stereo not given) | 102 | 97 | 98 | 107 | 100 | 104 | 102 | 95 | 107
COC1=CC(=O)OC(c2ccco2)C1 (stereo not given) | 123 | 104 | 96 | 111 | 115 | 114 | 103 | 105 | 103

Shown tab-delimited: entries from further up.
Structure	DU-145	PC-3	SF-268	OVCAR-4	SK-OV-3	OVCAR-3	OVCAR-5	U251	OVCAR-8
Clc1ccc(-c2cn(-c3ccccc3)c(-c3ccccc3)n2)c(Cl)c1	-90*	-98*	-27*	-100*	25	-84*	16	-100*	9.5*
O=C(c1cc2cccnc2n1-c1cc(F)c(Cl)c(F)c1)N1CC(F)C1	104	95	97	94	107	101	97	96	97

Next records follow:
SMILES | DU-145 | PC-3 | SF-268 | OVCAR-4 | SK-OV-3 | OVCAR-3 | OVCAR-5 | U251 | OVCAR-8
CCCCN1CCC(=O)NC1=O | 103 | 96 | 108 | 103 | 110 | 107 | 95 | 95 | 111
O=C(/C=C/c1cccnc1)/C=C/c1cccnc1 | -30* | · | -64* | 21 | 31 | -41* | -22* | -35* | -25*
CC(C)(O)CN(CCCNC(=S)Nc1ccccc1)C(=S)Nc1ccccc1 | 101 | 97 | 91 | 105 | 104 | 113 | 96 | 104 | 100
Nc1c(I)cc(I)c(C(=O)O)c1I | 101 | 104 | 109 | · | 114 | 127 | 111 | 96 | 108
Nc1ccc(CSc2ccc(Cl)cc2)cc1 | 77 | 66 | 60 | 102 | · | 96 | 95 | 80 | 101
COc1cccc(-c2cc(=O)c3cc(Cl)cc(NCCO)c3o2)c1N | 98 | 85 | 88 | 89 | · | 101 | 92 | 98 | 93
